# MsrA act – activators of bovine methionine sulfoxide reductase A | purified bovine MsrA, absorbance read-out | activation, % at 10.6 µM | 360,000 compounds, 0.3% hits | AID 602163; in the data active = activation above about 7.5%;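 also: 0% = vehicle and 100% = reference activator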
# CendR NRP1 mod – alters CendR peptide binding to human NRP-1; inhibition, % at 25 µM; FAM-RPARPAR peptide binding to NRP-1, fluorescence polarization; 360,000 compounds, 0.85% hits;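 active = inhibition or corrected inhibition above about 18%, plus a signal ratio from 0.5 to 1.5, limit read from the data, passing the limit was not always enough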; also: strong numbers were not always called active
# MT1-MMP act inh – blocks activation of human MT1-MMP; P50281; HT1080 RFP-PRO-GFP cells, GFP/RFP ratio fluorescence, overnight; percent of plate control window, DMSO zero; GFP/RFP ratio change, % at 20 µM; 360,000 compounds, 0.061% hits; AID 651647;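 active = GFP/RFP ratio change of at least 30% with cell ATP level not reduced by more than half and red fluorescence within 50% of control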; also: strong numbers were not always called active
#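 Assay system: HT1080 cells carrying an RFP-PRO-GFP reporter | Dosing: Single dose of 20 µM compound, 1% DMSO final | Incubation: Cells overnight before dosing, compound overnight, 37 °C, 5% CO2 | Evaluation: GFP/RFP fluorescence ratio | Control set: DMSO and RFP-L50D-GFP cell wells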
# eLon inh – inhibits E. coli Lon protease | inhibition, % at 7.94 µM | AID 602123 | 360,000 compounds, 0.42% hits | purified E. coli Lon protease, fluorescence polarization; in the data active = inhibition above about 13%, passing the limit was not always enough;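 also: 0% = enzyme with probe and DMSO and 100% = no enzyme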
# MsrA inh – bovine MsrA inhibition; purified bovine MsrA, absorbance read-out; inhibition, % at 15.5 µM; 360,000 compounds, 0.75% hits; AID 651718; in the data active = inhibition above about 4.5%;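 also: 0% = vehicle wells with enzyme and 100% = reference inhibitor wells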
# Neddyl block – cullin neddylation inhibition. P61081+Q13564. TR-FRET cullin neddylation, biochemical. calls only at 25 µM. 360,000 compounds, 0.58% hits; in the data active = inhibition above about 36%
# FAS-TE inh – FAS thioesterase (human) inhibition | AID 602261 | recombinant FAS-TE, OMFH fluorogenic substrate, fluorescence endpoint | P49327 | inhibition, % at 15 µM | 360,000 compounds, 0.67% hits;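 active = compounds whose normalised, plate-corrected inhibition of enzyme fluorescence in the single-dose primary screen is 50% or more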;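 also: 0% = DMSO with enzyme and 100% = substrate without enzyme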
# SKN-1 inh – C. elegans SKN-1 inhibition | 360,000 compounds, 0.49% hits | C. elegans VP596 Pgst-4::GFP/RFP ratio, acrylamide-induced, 24 h | inhibition, % at 21.8 µM;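 active = interference check ratio from 0.5 to 1.5 plus GFP to RFP signal ratio inhibition reaching or exceeding a fixed threshold, cut at about 30% in these data, passing the limit was not always enough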; also: some compounds called inactive have numbers as strong as hits
# Rin1-Abl PPI inh – blocks binding of human Rin1 to Abl; P00519+Q13671; TR-FRET Rin1/Abl binding, biochemical; inhibition, % at 7.35 µM; 360,000 compounds, 0.4% hits; in the data active = inhibition above about 5%, passing the limit was not always enough
# Numbers without * were called inactive; i = inactive; . = no result given.
1: O=[N+]([O-])c1ccc(N=Cc2sc3ccccc3c2O)cc1
2: O=C(CCCCl)Oc1ccc2cc(-c3ccc4ccccc4n3)c(=O)oc2c1
3: Cc1ccc(-n2sc3cc(F)ccc3c2=O)c(C)c1
4: Cc1ccc(-n2cccc2C(=O)NS(=O)(=O)c2ccc(C)cc2)cc1
5: Cc1cccc(OCC(=O)NCCNC(=O)c2cnccn2)c1
6: CCOC(=O)/C=C/C(=O)Nc1ccccc1C(=O)NC1CCCCC1
7: Cc1ccc(S(=O)(=O)N2C[C@H]3n4c(=O)ccc(=O)n4C[C@H](OC(=O)NCC4CCCCC4)[C@@]3(O)C2)cc1
8: CCOC(=O)N1CCN(C(=O)C[C@@H]2C[C@@]3(C(=O)OCC)CCC=C3N(Cc3ccc4c(c3)OCO4)C2=O)CC1
9: CCOC(=O)C1CCCN(S(=O)(=O)c2ccc(OC)cc2)C1 (stereo not drawn)
10: CCc1c(C)nc2c(C#N)c[nH]n2c1=O
Screen / compound no. | 1 | 2 | 3 | 4 | 5 | 6 | 7 | 8 | 9 | 10
MsrA act | -12 | -3 | 14* | -11 | -1 | -3 | -5 | 1 | -5 | -1
CendR NRP1 mod | -46 | -14 | 4 | 5 | 6 | -8 | -4 | -4 | 6 | -3
MT1-MMP act inh | 0 | -112 | 20 | -10 | 1 | 0 | -1 | 3 | 4 | -2
eLon inh | -72 | -101 | 14 | -6 | 0 | 0 | -1 | 4 | -7 | -4
MsrA inh | 0.4 | -0.3 | -0.6 | -1.0 | -0.6 | -0.5 | 0.1 | 0.0 | 1.1 | 1.7
Neddyl block | i | . | i | i | i | i | i | i | i | i
FAS-TE inh | -62 | 3 | -8 | -1 | -4 | -8 | -3 | -8 | -6 | -19
SKN-1 inh | -3 | 1 | -3 | -3 | 4 | -3 | -6 | -6 | 0 | 6
Rin1-Abl PPI inh | -3 | -1 | -1 | 0 | 2 | 0 | -1 | . | 2 | 0

11: Cc1ccc(NS(=O)(=O)c2cccc(C(=O)N3CCCC(C)C3)c2)cc1 (stereo not drawn)
12: COc1ccc(NC(=O)c2cc3n(n2)C(C(F)(F)F)CC(c2ccc4c(c2)OCO4)N3)cc1OC (stereo not drawn)
13: N#CC1=C(N)NC(SCC(=O)c2ccc(Br)cc2)=C(C#N)C12CCCCC2
14: Cn1c(SCc2cc(=O)[nH]c(C(C)(C)C)n2)nnc1C(F)(F)F
15: COc1ccccc1NS(=O)(=O)c1ccc(C(=O)N2CCN(c3ccccn3)CC2)cc1
16: CCN(CC)S(=O)(=O)c1ccc(C(=O)NCc2ccc3[nH]c4c(c3c2)CCCC4)cc1
17: CC(=O)c1cc2c(C)cc(=O)oc2cc1O
18: COc1ccc2oc(=O)cc(-c3cc4cccc(OC)c4o3)c2c1
19: COc1ccccc1CCNS(=O)(=O)c1c(C)n(C)c(=O)n(C)c1=O
20: C/C(=N\NC(=O)CCCNc1cccc(C)c1)c1ccncc1
Screen / compound no. | 11 | 12 | 13 | 14 | 15 | 16 | 17 | 18 | 19 | 20
MsrA act | -6 | 0 | -14 | -2 | -2 | -2 | -14 | -3 | -9 | 0
CendR NRP1 mod | 0 | 2 | 17 | -3 | 4 | -19 | -2 | 5 | -4 | -14
MT1-MMP act inh | 0 | 4 | 5 | -1 | -1 | -3 | -11 | -4 | 13 | 2
eLon inh | -1 | 0 | 3 | -3 | -12 | -8 | 2 | -4 | -4 | 6
MsrA inh | -0.3 | . | -0.7 | 1.1 | -0.7 | 0.1 | 1.5 | 0.1 | 1.1 | -0.6
Neddyl block | i | i | i | i | i | i | . | i | i | i
FAS-TE inh | 0 | 19 | 11 | -6 | -1 | 4 | -3 | 11 | -3 | -5
SKN-1 inh | -15 | 22 | -4 | 5 | 12 | 9 | -12 | -10 | -19 | -18
Rin1-Abl PPI inh | 1 | -1 | 4 | 2 | -5 | 0 | 0 | -2 | 1 | 1

21: O=C1CCC([N+](=O)[O-])C(c2ccc3c(c2)OCO3)N1 (stereo not drawn)
22: Cc1ccc(NC(=O)C(C)OC(=O)c2ccc(NS(=O)(=O)c3ccc(F)c(F)c3)cc2)cc1 (stereo not drawn)
23: CCNC(=S)N/N=C(\C)c1cccc(C(F)(F)F)c1
24: O=C(c1cccc(F)c1)N1CCN(C(=O)c2cc(-c3ccc(Cl)cc3Cl)on2)CC1
25: CCc1ccc(S(=O)(=O)NCc2cccs2)cc1
26: N#Cc1ccc(Oc2cc(C(F)(F)F)nc(-c3ccccn3)n2)cc1
27: CC(=O)Nc1cccc(-c2cnc(N)c(C(=O)c3cccnc3)n2)c1
28: COc1cc(CNc2ccc(CNc3ncn[nH]3)cc2)ccc1OCc1ccccc1
Screen / compound no. | 21 | 22 | 23 | 24 | 25 | 26 | 27 | 28
MsrA act | -2 | -3 | -3 | 0 | 2 | 1 | -9 | -4
CendR NRP1 mod | 12 | 2 | -5 | -13 | 4 | -1 | -11 | -2
MT1-MMP act inh | 4 | 1 | -3 | 6 | 2 | -12 | -19 | -4
eLon inh | -5 | 0 | 2 | 1 | -3 | -9 | -12 | -4
MsrA inh | -0.2 | -0.1 | -1.0 | -0.7 | -1.2 | -0.3 | . | 1.1
Neddyl block | i | i | i | i | i | i | i | i
FAS-TE inh | -8 | 6 | 3 | 9 | 1 | -7 | -11 | -13
SKN-1 inh | 6 | 2 | 10 | 10 | 2 | 14 | 7 | 1
Rin1-Abl PPI inh | 4 | 0 | 1 | 0 | 0 | -2 | -5 | 2

# Arranged by SMILES length (lowest first): 12 of the compounds above.
17: CC(=O)c1cc2c(C)cc(=O)oc2cc1O
25: CCc1ccc(S(=O)(=O)NCc2cccs2)cc1
23: CCNC(=S)N/N=C(\C)c1cccc(C(F)(F)F)c1
20: C/C(=N\NC(=O)CCCNc1cccc(C)c1)c1ccncc1
18: COc1ccc2oc(=O)cc(-c3cc4cccc(OC)c4o3)c2c1
21: O=C1CCC([N+](=O)[O-])C(c2ccc3c(c2)OCO3)N1 (stereo not drawn)
26: N#Cc1ccc(Oc2cc(C(F)(F)F)nc(-c3ccccn3)n2)cc1
19: COc1ccccc1CCNS(=O)(=O)c1c(C)n(C)c(=O)n(C)c1=O
28: COc1cc(CNc2ccc(CNc3ncn[nH]3)cc2)ccc1OCc1ccccc1
15: COc1ccccc1NS(=O)(=O)c1ccc(C(=O)N2CCN(c3ccccn3)CC2)cc1
16: CCN(CC)S(=O)(=O)c1ccc(C(=O)NCc2ccc3[nH]c4c(c3c2)CCCC4)cc1
22: Cc1ccc(NC(=O)C(C)OC(=O)c2ccc(NS(=O)(=O)c3ccc(F)c(F)c3)cc2)cc1 (stereo not drawn)
Screen / compound no. | 17 | 25 | 23 | 20 | 18 | 21 | 26 | 19 | 28 | 15 | 16 | 22
MsrA act | -14 | 2 | -3 | 0 | -3 | -2 | 1 | -9 | -4 | -2 | -2 | -3
CendR NRP1 mod | -2 | 4 | -5 | -14 | 5 | 12 | -1 | -4 | -2 | 4 | -19 | 2
MT1-MMP act inh | -11 | 2 | -3 | 2 | -4 | 4 | -12 | 13 | -4 | -1 | -3 | 1
eLon inh | 2 | -3 | 2 | 6 | -4 | -5 | -9 | -4 | -4 | -12 | -8 | 0
MsrA inh | 1.5 | -1.2 | -1.0 | -0.6 | 0.1 | -0.2 | -0.3 | 1.1 | 1.1 | -0.7 | 0.1 | -0.1
Neddyl block | . | i | i | i | i | i | i | i | i | i | i | i
FAS-TE inh | -3 | 1 | 3 | -5 | 11 | -8 | -7 | -3 | -13 | -1 | 4 | 6
SKN-1 inh | -12 | 2 | 10 | -18 | -10 | 6 | 14 | -19 | 1 | 12 | 9 | 2
Rin1-Abl PPI inh | 0 | 0 | 1 | 1 | -2 | 4 | -2 | 1 | 2 | -5 | 0 | 0
